Screening data (PubChem)
OXTR ag: human OXTR agonism. CHO-OTR cells, Fluo-8 calcium fluorescence; normalized: DMSO 0%, oxytocin 100%. activation, % at 3 µM. 320,000 compounds, 0.32% hits. AID 2435;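 active = activation above the mean of all tested compounds plus 3 SD, cutoff set per screening run, cut at about 20% in these data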;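 note: peak over basal fluorescence ratio from a 100 s FLIPR kinetic read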
GPR7 antag: antagonists of human GPR7 (neuropeptides B/W receptor 1) | P48145 | GPR7-expressing cells, fluorescence antagonist assay | inhibition, % at 4.4 µM | 290,000 compounds, 1.1% hits; in the data active = inhibition above about 16%, passing the limit was not always enough;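 note: cells stimulated with the agonist NPW; 0% = agonist with vehicle and 100% = vehicle without agonist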
Target sequence (P48145 whole entry, looked up): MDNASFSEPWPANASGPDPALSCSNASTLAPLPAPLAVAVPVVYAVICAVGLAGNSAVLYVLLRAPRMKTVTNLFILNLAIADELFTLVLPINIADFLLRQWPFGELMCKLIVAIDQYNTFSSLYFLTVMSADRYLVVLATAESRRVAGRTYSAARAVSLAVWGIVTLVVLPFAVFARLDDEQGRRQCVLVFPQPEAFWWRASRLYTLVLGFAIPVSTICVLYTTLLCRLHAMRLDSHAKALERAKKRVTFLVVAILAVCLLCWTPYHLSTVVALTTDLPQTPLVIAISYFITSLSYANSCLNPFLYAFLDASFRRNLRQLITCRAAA
V1R ag counter: counter-screen for oxytocin receptor agonists: human V1a receptor agonists; CHO-V1R cells, Fluo-8 calcium fluorescence, agonist mode; 0% DMSO, 100% 3 nM vasopressin; activation, % at 3 µM; 320,000 compounds, 0.25% hits; AID 2797;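 active = activation above the mean activation of all tested compounds plus 3 SD, per screening run, cut at about 20% in these data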;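 note: signal is peak over basal fluorescence ratio across a 100 second FLIPR read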
IMP-1 inh: inhibitors of Pseudomonas aeruginosa IMP-1 metallo-beta-lactamase; AID 1556; inhibition, % at 5.6 µM; purified IMP-1, nitrocefin hydrolysis, epi-absorbance fluorescence; 290,000 compounds, 0.45% hits;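 active = inhibition above the mean plus 3 SD of all compounds in the same screening run, cut at about 4.5% in these data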;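 note: 0% = IMP-1 with DMSO and 100% = DMSO wells lacking enzyme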
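System: Purified IMP-1 | Read-out basis: Percent enzyme inhibition | Controls: IMP-1 with DMSO as 0%, enzyme-free DMSO as 100% | Replicates: One well per compound | Doses: 5.6 µM nominal single concentration | Detection: Epi-absorbance fluorescence, 480 nm excitation, 530 nm emission | Incubation: 25 °C, 15 min preincubation, 25 min reaction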
NS3 helicase inh: HCV NS3 helicase inhibition; 290,000 compounds, 0.56% hits; NS3 helicase DNA unwinding, Cy5 molecular beacon fluorescence; inhibition, % at 10.9 µM;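 active = inhibition above the mean of all tested compounds plus 3 SD, set per campaign, cut at about 35% in these data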;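 note: 0% = DMSO wells and 100% = thioflavine S control wells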
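System: NS3 helicase fragment of HCV / Schedule: 1 h at 25 °C / Control set: DMSO alone as 0% and 110 µM thioflavine S as 100% / Reagent: Cy5/quencher beacon DNA duplex and ATP to start / Technique: Cy5 fluorescence / Replication: singlicate / Evaluation: % inhibition of end-to-start signal ratio versus controls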
PHOSPHO1 inh: PHOSPHO1 (human) inhibition. Q8TCT1. recombinant PHOSPHO1, absorbance phosphatase assay. inhibition, % at 13.3 µM. 290,000 compounds, 1.1% hits. AID 1565; in the data active = inhibition above about 60%
Target sequence (Q8TCT1 whole entry, looked up): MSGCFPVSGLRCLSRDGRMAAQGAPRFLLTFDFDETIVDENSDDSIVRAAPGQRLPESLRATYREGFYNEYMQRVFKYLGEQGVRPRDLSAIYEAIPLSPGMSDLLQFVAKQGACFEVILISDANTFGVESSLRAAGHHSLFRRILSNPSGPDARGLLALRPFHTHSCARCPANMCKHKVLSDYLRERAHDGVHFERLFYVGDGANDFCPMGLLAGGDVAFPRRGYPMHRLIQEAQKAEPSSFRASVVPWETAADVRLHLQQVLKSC
GalR3 antag: human GalR3 antagonism. HEK293 GalR3-CNG cAMP membrane potential fluorescence; galR3 body fused to GalR1 C-terminus. O60755. inhibition, % at 3 µM. 360,000 compounds, 0.44% hits;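 active = inhibition above the screen-wide average plus 3 SD, cut at about 13% in these data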;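 note: forskolin and galanin both at EC90 stimulate the cells; cAMP rise reported by CNG channel membrane potential dye signal; 0% = forskolin plus galanin with DMSO and 100% = forskolin alone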
Target sequence (O60755 1-299 limits assumed): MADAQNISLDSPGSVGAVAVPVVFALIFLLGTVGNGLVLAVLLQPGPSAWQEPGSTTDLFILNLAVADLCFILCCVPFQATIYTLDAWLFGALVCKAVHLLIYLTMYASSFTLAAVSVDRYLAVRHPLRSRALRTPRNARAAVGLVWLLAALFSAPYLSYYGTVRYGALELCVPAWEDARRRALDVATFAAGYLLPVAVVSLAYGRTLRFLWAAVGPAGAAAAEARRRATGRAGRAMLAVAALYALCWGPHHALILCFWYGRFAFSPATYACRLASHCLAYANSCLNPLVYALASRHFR
VIM-2 inh: blocks Pseudomonas aeruginosa VIM-2 metallo-beta-lactamase; purified VIM-2, nitrocefin hydrolysis, epi-absorbance fluorescence; inhibition, % at 5.6 µM; 290,000 compounds, 0.89% hits;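 active = inhibition above the mean of all tested compounds plus 3 SD, cutoff set per screening run, cut at about 7.5% in these data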;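 note: red hydrolysis product quenches plate fluorescence so inhibitors raise well fluorescence; 0% = enzyme with DMSO and 100% = DMSO without enzyme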
FID counter: fluorescent intercalator displacement, NS3 helicase counter-screen; inhibition, % at 7.9 µM; AID 1845; DNA fluorescent intercalator displacement, fluorescence; 290,000 compounds, 0.17% hits; in the data active = inhibition above about 37%;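 note: 0% = vehicle and 100% = reference compound; higher means more ethidium bromide displaced from hairpin DNA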
Active calls of the source: *; / = no result given.

SMILES	OXTR ag	GPR7 antag	V1R ag counter	IMP-1 inh	NS3 helicase inh	PHOSPHO1 inh	GalR3 antag	VIM-2 inh	FID counter
CSc1nc(=NC(C)=O)ss1	0.0	-15	2.0	-4.0	4	4	-5	-3.9	0
C/C(=N\Nc1nc(-c2ccc(C)cc2C)cs1)c1cc2ccccc2oc1=O	-0.4	-2	0.3	-3.7	7	-9	-3	-5.3	-5
CCOCCCNC(c1ccccc1)c1ccncc1 (stereo unspecified)	/	-18	/	-2.4	6	19	-7	-0.8	-4
CSc1ccccc1NC(=O)c1ccc2c(c1)CCN2S(C)(=O)=O	2.8	-6	1.9	-0.8	-7	13	-8	-2.1	-15
COC(=O)c1cn(-c2ccccc2)nc1-c1cccnc1	-2.3	-6	0.6	-2.6	0	-8	1	-1.5	-18
CCNC(=O)NC(=O)C(C)N1C(=O)NC(c2ccccc2)(c2ccccc2)C1=O (stereo unspecified)	0.1	-17	0.8	-2.5	1	43	-8	-0.5	-27
O=C(Nc1ccnn1C1CCN(Cc2ccc(OC(F)F)cc2)CC1)C1CCCC1	0.0	-8	6.0	-0.9	-69	-5	-6	-1.1	10
O=C(CNC(=O)c1ccc(S(=O)(=O)N2CCCC2)cc1)N/N=C/c1ccccc1	1.1	-3	1.8	-1.9	-2	4	-10	-0.6	-10
CCCOc1ccc(/C(O)=C2/C(=O)C(=O)N(CCN(C)C)C2c2ccc(O)c(OC)c2)cc1 (stereo unspecified)	/	6	/	1.5	-4	29	/	3.1	-4
O=C(COc1cc2oc(=O)c3c(c2cc1Cl)CCC3)NCc1ccncc1	1.1	-12	1.0	-2.9	1	-31	-1	28*	-34
Cc1nnc(NCc2ccco2)c2ccccc12	-1.3	0	-0.4	-2.8	7	16	1	-1.3	3
Cc1cccc(-n2c(C)cc(C(=O)NC3CCCCC3)c2C)c1	-2.5	-9	-1.4	-1.6	9	-4	1	-1.5	-18
COc1ccc(CN2C(=O)NC3(CCCCCC3)C2=O)cc1F	-0.1	/	0.1	/	/	4	0	/	/
O=c1c2cc(N3CCOCC3)ccc2[nH]c(=S)n1Cc1ccccc1Cl	0.4	-2	0.1	-1.5	0	-5	-2	-2.1	-1
O=C(NCc1ccon1)c1ccc(OC2CCN(CCc3ccccc3)CC2)cc1	2.0	-4	2.0	-1.9	-2	19	-8	-2.5	9
CC(C(=O)NC1CCCC1)N(C(=O)c1ccc(-c2ccccc2)[nH]1)c1ccccc1F (stereo unspecified)	-1.8	-8	-0.3	-0.1	-20	8	-7	-1.3	-25
O=[n+]1c2c(n([O-])c3cc(Br)ccc31)CCC2	0.1	-2	-0.6	-2.6	8	29	1	-2.2	6
CCOc1cc(/C=N/Nc2ccccc2Cl)ccc1OCC(=O)O	-0.4	16	-0.2	2.7	53*	-11	-1	2.0	-27
CCOC(=O)CSc1nc2sc3c(c2c(=O)[nH]1)CC(C)(CC)OC3 (stereo unspecified)	-0.3	8	1.4	-1.5	9	81*	-6	-0.8	-32
COc1ncccc1-c1nnn(-c2ccccc2)n1	-2.3	3	0.2	-1.4	16	30	-2	-2.4	-5
Clc1cccc(/C=N/Nc2nc(Cl)nc3ccccc23)c1	0.1	-7	-0.7	-3.2	-12	4	-3	-4.4	0
O=C(O)c1ccc2c(=O)n3c(nc2c1)/C(=C/c1ccc(Cl)c(Cl)c1)CC3	0.0	-5	1.2	-2.0	8	48	-5	0.4	-15
Cc1ccc(NC(=O)CN2CCc3cc4c(cc3C2)OCCCO4)cc1C	-0.1	-5	3.6	-3.6	-5	17	0	-1.5	-15
CC(=O)Nc1ccc(NC(=O)c2ccc(CSc3ccccc3)o2)cc1	2.6	0	1.5	-3.6	-3	16	3	-2.8	-9
COC(=O)c1c(SCC(=O)Nc2ccc(C)c(C)c2)nc(=O)[nH]c1C	0.8	4	1.0	-4.6	13	15	1	-2.3	-8
COc1ccc(CCNC(=O)COC(=O)C2CCCCC2)cc1	-1.0	-3	-0.1	-1.0	-5	-5	-1	-0.3	-19
COc1ccc(S(=O)(=O)N2CCOC2CNC(=O)C(=O)NCc2ccc3c(c2)OCO3)cc1 (stereo unspecified)	1.8	2	2.4	-2.9	0	-1	2	-0.8	-33
Cc1c(CNC2CCCC(C)C2C)c(C(=O)O)c(C)n1Cc1ccccc1 (stereo unspecified)	0.0	-1	0.5	-2.9	-3	-1	-3	-4.0	-11
CN1CCN(CC(=O)N/N=C/c2ccc(F)c(F)c2)CC1	-0.7	-7	0.1	-3.4	1	0	-6	-1.8	6
NC(=O)CC[C@H](NC(=O)c1ccc(F)cc1)C(=O)OCC(=O)Nc1ccc(N2CCOCC2)cc1	1.1	-5	-0.1	-5.6	2	9	-6	-2.3	-5

An excerpt from above in order of their number in PHOSPHO1 inh, lowest first.
SMILES,PHOSPHO1 inh
CCOc1cc(/C=N/Nc2ccccc2Cl)ccc1OCC(=O)O,-11
COc1ccc(S(=O)(=O)N2CCOC2CNC(=O)C(=O)NCc2ccc3c(c2)OCO3)cc1 (stereo unspecified),-1
CC(=O)Nc1ccc(NC(=O)c2ccc(CSc3ccccc3)o2)cc1,16
O=C(O)c1ccc2c(=O)n3c(nc2c1)/C(=C/c1ccc(Cl)c(Cl)c1)CC3,48

Other records follow:
SMILES	OXTR ag	GPR7 antag	V1R ag counter	IMP-1 inh	NS3 helicase inh	PHOSPHO1 inh	GalR3 antag	VIM-2 inh	FID counter
O=C(CCl)Nc1cn(-c2ccccc2)nc1-c1ccccc1	-2.6	11	-0.3	-2.2	4	-13	-8	-6.4	-12
Cn1c(O)c(/C=N/Nc2ccccc2)c(=O)n(C)c1=O	-0.3	-13	0.7	-1.3	0	-28	-3	-1.9	14
CCN(CC)CC(C)OC(=O)COc1ccc(OC)cc1 (stereo unspecified)	0.4	-6	-0.7	-1.8	6	-10	-3	-0.9	2
CCCCCCC[C@H](N)[C@H](O)C(=O)N(C)[C@@H](CCS(C)=O)C(=O)N[C@@H](Cc1ccc(O)cc1)C(=O)N[C@@H](Cc1ccc(O)cc1)C(=O)O (stereo partly specified)	-0.2	/	0.4	/	/	4	-2	/	/
CCOC(=O)c1ccc2ncc(C(=O)OCC)c(NCCN3CCOCC3)c2c1	-0.4	-16	-0.3	-2.6	-3	/	-9	-1.3	-12
Nc1[nH]c(N=NC(=O)c2ccc(F)cc2)c2ccccc12	1.0	-3	1.6	-2.1	1	-12	-2	-2.8	-11
O=C(CSc1cccc[n+]1[O-])Nc1cc(S(=O)(=O)N2CCOCC2)ccc1N1CCOCC1	-0.4	-2	2.5	-2.4	8	-2	-2	-1.9	-1
CC(C)=CC(=O)Nc1ccc(Br)cc1	-1.3	-1	0.1	-1.1	5	0	-3	1.6	3
O=C(Nc1ccccc1)Nc1ccccc1C(=O)NCc1ccco1	-0.6	-5	-0.7	-4.0	4	14	-3	-2.2	-4
CN(C)CC(C)(C)CNCc1cc(=O)oc2ccc3ccccc3c12	0.5	-1	-0.1	-3.1	-4	19	-10	-1.8	9
COc1cc(C(C(=O)NC(C)(C)C)N(C(=O)CNC(=O)c2cccs2)c2ccc(C(C)C)cc2)cc(OC)c1OC (stereo unspecified)	/	-5	/	-5.5	7	-12	-8	-4.5	-17
Cc1ccccc1CCN(C(=O)Cn1nnc2ccccc21)C(C(=O)NCC1CCCO1)c1nc2ccccc2n1C (stereo unspecified)	8.0	-8	-1.2	-3.3	8	-9	-2	-1.7	-2
C=CCN(C(=O)CNS(=O)(=O)c1ccccc1)C(C(=O)NCCOC)c1ccncc1 (stereo unspecified)	0.4	-2	-0.1	-3.4	15	10	-3	-2.4	-9
Cn1cc(Cl)c(C(=O)Nc2nc3ccccc3s2)n1	3.3	11	2.6	-3.0	8	21	0	0.3	3
O=C(NCC(=O)N(c1ccccc1)C(C(=O)NC1CCCC1)c1cccnc1)c1cccs1 (stereo unspecified)	0.6	0	0.8	-2.2	2	48	-2	-3.3	-3
O=C(NNC(=O)c1ccc(NC(=O)c2ccccc2)cc1)Nc1ccccc1	-0.6	-2	0.3	0.4	-5	-20	-7	-2.9	-5
O=C(COc1ccccc1Cl)Nc1ccc2c(c1)OCCO2	0.6	2	0.8	-2.1	-12	-7	-6	-1.7	-16
COc1ccc(-c2cc(C(F)(F)F)nc(SCC(=O)Nc3sc4c(c3C#N)CCC4)n2)cc1	-0.1	-7	-0.2	-0.3	9	6	/	-2.8	-2
Cc1cccc(C2CC(c3ccccc3)Nc3nc(N)nn32)c1 (stereo unspecified)	4.3	-5	1.2	-4.8	1	14	-1	-3.3	-16
CC(C)c1ccc(NC2CCCN(C(=O)c3ccccc3-c3ncc[nH]3)C2)cc1 (stereo unspecified)	-1.2	0	0.5	-3.5	-1	34	1	0.3	-23
COc1ccc(CCC(=O)NCCS(=O)(=O)N2CCN(c3ccccc3OC)CC2)cc1	9.8	-8	10	-2.7	-3	40	-4	-2.5	-59
COc1cc(S(=O)(=O)N(Cc2ccco2)C2CCCC2)ccc1-n1cnnn1	-0.1	-16	0.6	-7.1	-5	3	-3	-1.4	-18
COc1cc(-c2n[nH]c(=S)n2C(C)c2ccccc2)cc(OC)c1OC (stereo unspecified)	-1.8	4	-1.4	-5.1	7	-87	-10	-4.3	-37
COc1ccc(S(=O)(=O)CC(O)CN2CCCC2=O)cc1 (stereo unspecified)	1.4	-4	0.0	0.5	-3	20	1	-1.1	-2
CCOC(=O)c1c(O)cc(C)cc1Nc1ccccc1	-2.5	-10	-0.7	-1.4	-5	35	5	0.9	-7
COc1ccc2[nH]c(=O)c(CN(C(=O)c3cccnc3)c3cc(C)ccc3C)cc2c1	0.6	-5	-0.4	-2.9	-3	32	-6	-2.6	-34
O=C(NCCCCc1ccccc1)C1CCCC1	-0.8	-1	-0.9	-4.3	-12	8	-7	-0.7	-12
COc1ccc(-c2nc(C#N)c(NCCc3ccccc3)o2)cc1OC	-2.1	-9	-1.5	-3.1	-3	23	4	-3.2	-6
Cc1sc(NC(=O)CSc2nnnn2C(C)C)c(C#N)c1C	1.8	2	1.4	-2.3	0	33	-2	-2.6	-16
COc1ccc2ccc3c(c2c1)N=CC1(O3)N(C)c2ccccc2C1(C)C (stereo unspecified)	-0.6	-1	1.2	-0.7	11	-11	/	5.3	-4
O=c1ccn(CCc2c[nH]c3ccccc23)c2c1CCCC2	3.0	-2	1.7	0.1	9	-96	-2	0.2	-9
Cc1sc2nc(CN(C(=O)NCc3ccccc3)C3CCCC3)[nH]c(=O)c2c1C	-1.9	4	-1.6	-1.4	3	24	-5	-2.6	-16
Nc1nonc1-n1nnc(C(=O)N/N=C/c2ccncc2)c1CSc1ccccc1	7.1	-3	5.0	4.0	4	20	-2	2.2	-10
Clc1ccccc1Cc1noc(CN2CCCCC2c2ccccn2)n1 (stereo unspecified)	1.1	-5	3.3	-3.6	3	11	-2	-3.1	-27
COc1cccc(N2CCN(c3ccc4nnc(CCC(=O)Nc5ccc(OC)c(OC)c5)n4n3)CC2)c1	0.9	-6	1.0	-2.3	-4	20	-8	-3.4	-54
